TbHK1 inh: blocks Trypanosoma brucei hexokinase 1 activity | recombinant TbHK1, G6PDH-coupled NADH A340 | inhibition, % at 10 µM | hit rate 0.11% among 220,000;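 active = inhibition of 50% or more in the single-dose primary screen; inactive = inhibition below 50%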
EBV gp42 block: inhibitors of Epstein-Barr virus glycoprotein 42 | Fluorescence polarization binding assay, mP read-out | Q1HVG2 | inhibition, % (tested at 21.74 µM) | hit rate 0.42% among 220,000; in the data active = inhibition above about 50%
Target sequence (Q1HVG2 whole entry, looked up): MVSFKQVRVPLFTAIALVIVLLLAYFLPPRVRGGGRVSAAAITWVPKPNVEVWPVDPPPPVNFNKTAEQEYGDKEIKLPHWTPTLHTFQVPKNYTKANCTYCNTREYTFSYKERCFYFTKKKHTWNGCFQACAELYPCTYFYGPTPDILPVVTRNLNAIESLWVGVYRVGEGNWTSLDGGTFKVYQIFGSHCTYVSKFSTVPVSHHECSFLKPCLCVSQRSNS
thrombin 1536: thrombin (human) inhibition. P00734. alpha-thrombin, Boc-VPR-AMC fluorogenic substrate cleavage. inhibition, % at 5 µM. hit rate 0.26% among 220,000. AID 1046;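 active = inhibition at or above 40%; inactive = inhibition below 40%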;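 note: 0% = enzyme with no compound and 100% = wells without enzyme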
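Test system: human alpha-thrombin; medium: pH 7.5 Tris-saline with Tween 20; times: reaction at room temperature; signal: AMC fluorescence at 355 nm excitation and 460 nm emission; also added: Boc-VPR-AMC substrate, 15 µM final; dosing: one concentration per compound, 5 µM, with 0.2% DMSO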
m-calpain inh: calpain II (pig) inhibition | inhibition, % at 16 µM | hit rate 0.37% among 220,000 | purified calpain II, fluorogenic peptide substrate, 30 min | AID 1236;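 active = inhibition above about 50%, limit read from the data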
Furin inh: blocks human furin protease activity; purified furin, fluorogenic substrate cleavage; inhibition, % at 30 µM; P09958; hit rate 0.061% among 220,000; in the data active = inhibition above about 25%; note: inactives centre near -15
Target sequence (P09958 108-714 limits assumed): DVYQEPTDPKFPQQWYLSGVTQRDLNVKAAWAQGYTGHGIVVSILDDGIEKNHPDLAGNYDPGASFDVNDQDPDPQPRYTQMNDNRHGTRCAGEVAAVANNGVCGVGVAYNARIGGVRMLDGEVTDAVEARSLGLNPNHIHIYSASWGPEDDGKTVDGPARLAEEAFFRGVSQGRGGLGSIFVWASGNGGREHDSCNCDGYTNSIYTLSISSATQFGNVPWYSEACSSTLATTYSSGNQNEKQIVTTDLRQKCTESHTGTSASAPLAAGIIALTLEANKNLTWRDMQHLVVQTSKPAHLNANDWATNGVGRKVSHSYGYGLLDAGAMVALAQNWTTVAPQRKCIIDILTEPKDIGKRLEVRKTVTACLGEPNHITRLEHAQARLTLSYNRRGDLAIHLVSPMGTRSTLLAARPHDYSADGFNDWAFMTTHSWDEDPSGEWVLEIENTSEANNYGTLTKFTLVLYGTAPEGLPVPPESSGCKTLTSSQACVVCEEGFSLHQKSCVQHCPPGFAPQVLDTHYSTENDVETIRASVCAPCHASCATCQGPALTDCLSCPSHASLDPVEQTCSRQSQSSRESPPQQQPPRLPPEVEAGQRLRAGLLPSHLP
Cl transport mod: modulators of human KCC2 chloride dependent transport; Q9H2X9; KCC2 cells, thallium flux FluoZin-2 fluorescence; B-score of Tl+ flux slope (higher = more flux/activation; lower = inhibition) at 10 µM; hit rate 2.2% among 190,000; AID 1456;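 active = thallium flux slope and its plate-corrected score both differing from the plate sample mean at a set confidence after two filtering rounds, in either direction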;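 note: slope of fluorescence scaled to starting intensity during 10 to 20 s after thallium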
TRPN1 ag: activates the zebrafish TRPN1 channel; hit rate 0.18% among 220,000; AID 1424; activation, % at 3 µM; HEK293 zebrafish TRPN1-YFP, Fluo-8 calcium fluorescence; 100% = response to 87 µM carbachol;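 active = activation above its plate's cutoff, the mean activation of test wells on that plate plus 3 SD, cut at about 19% in these data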;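 note: 0% = DMSO alone and 100% = 87 µM carbachol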
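Assay system: Zebrafish TRPN1-YFP in HEK293 cells | Incubation: Dye loading 1 h at 37 °C, then 30 min room temperature | Measured by: Kinetic Fluo-8 fluorescence, ex 470-495, em 515-575 nm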
PPC-1+TRAIL kill: compounds killing PPC-1 cancer cells with TRAIL present (potentiator screen, no TRAIL-free arm). PPC-1 cells + TRAIL, ATPLite viability luminescence. cell killing (% activity), % at 4 µM. hit rate 0.41% among 220,000;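 active = cell killing above 50% in the first pass at 4 µM, then a duplicate retest at 5 µM averaging 50% or more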;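 note: plate controls were cells with TRAIL plus DMSO for no effect and medium-only wells lacking cells for full effect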
TRPML3 ag: human mucolipin-3 channel agonism. activation, % at 3 µM. HEK293 TRPML3-YFP, Fluo-8 calcium fluorescence; 100% = the carbachol control signal. hit rate 0.29% among 220,000;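 active = activation above its plate's cutoff, the mean activation of the plate's test wells plus 3 SD, cut at about 12% in these data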;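 note: 0% = DMSO only wells and 100% = carbachol wells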
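Test system: TRPML3-YFP stable HEK293 cells. Doses: single point at 3 µM. Incubation: dye loading 1 h 37 °C then 30 min ambient, 125 s read. Signal: Fluo-8 calcium dye fluorescence, ex 470-495, em 515-575 nm. Measure: percent activation from peak-to-basal fluorescence ratio, scaled between DMSO and carbachol.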
Numbers without * were called inactive; i = inactive; . = no result given; & = joins results of further samples; [ ] = another dose, or the depositor's remark.

SMILES	TbHK1 inh	EBV gp42 block	thrombin 1536	m-calpain inh	Furin inh	Cl transport mod	TRPN1 ag	PPC-1+TRAIL kill	TRPML3 ag
COC(=O)c1[nH]c2ccccc2c1NC(=O)CN1CCN(c2cccc(OC)c2)C(C)C1 (centres undefined)	-1	-5	-9	18	-11	.	1.6	24	0.5
COC(=O)c1[nH]c2cc(OC)ccc2c1NC(=O)CCN1CCN(c2ccccc2)CC1	-17	-19	0	-11	-19[20 µM]	-0.072	-1.5	18	0.3
C=CCC(O)(CC=C)C(C)N (centres undefined)	-5	-21	3	2	-17	1.5	2.0	8	0.6
COCCCNC(=O)CNC(=O)c1cn(-c2ccccc2OC)c(=O)c2ccccc12	-5	-3	7	-40	-29	.	0.5	8	0.5
c1ccc2c(c1)[nH]c1c(N3CCCC3)ncnc12	-24	-14	3	-25	-8	0.01	4.5	8	0.5
S=C(NCCN1CCOCC1)N/N=C/c1ccccc1	-3	-12	-1	-9	-11[20 µM]	0.64	0.5	19	0.8
CCCCC1=NN(C(=O)c2cocc2C)C(O)(C(F)(F)F)C1 (centres undefined)	3	-16	-2	-10	-11[20 µM]	.	0.5	0	1.0
CNC(=S)Nc1ccc(OC)c(OC)c1	2	0	2	8	-14[20 µM]	1.1	-0.8	21	-0.2
CC(C)(C)NS(=O)(=O)CC12CCC(CC1=O)C2(C)C (centres undefined)	-2	-12	3	-4	-9[20 µM]	-0.029	-0.4	10	0.7
Cc1nc2ccccc2n1C(=O)c1ccccc1[N+](=O)[O-]	-5	-17	-1	4	-18	0.0095	1.4	3	1.0
O=C(O)COc1cnc2ccccc2n1	-13	-2	0	-76	-20	1	0.1	27	0.8
COc1ccc(S(=O)(=O)N(CC(=O)NCC2CCCO2)c2ccccc2)cc1OC (centres undefined)	-1	-14	4	-21	-12	-0.9	0.7	4	0.1
CCOC(=S)SCC(=O)N1CCc2ccccc2C1C1C(=O)CCCC1=O (centres undefined)	1	-13	-10	0	-9	0.71	1.7	10	-0.4
CCC(C)NC(=O)c1ccc([N+](=O)[O-])c(Cl)c1 (centres undefined)	0	-18	-4	4	-25	-0.048	1.0	-6	0.1
COc1ccc(S(=O)(=O)n2nc(C)cc2C)c(C)c1C	-15	-8	-7	-43	-16[20 µM]	.	-1.1	21	3.6
COc1ccc(NC(=S)NC2CCS(=O)(=O)C2)cc1 (centres undefined)	1	5	-3	10	-12	0.099	1.2	6	0.1
COc1cc(-c2nc(CN3CCCN(C(=O)c4ccco4)CC3)c(C)o2)ccc1F	-5	-13	9	-45	-34	-0.78	1.7	-3	1.5
O=C(COC(=O)c1cccnc1Cl)c1ccccc1	-2	-7	-3	5	-11[20 µM]	-0.13	0.1	26	0.2
C=C(C)C(=O)Nc1cccc(C2=NOC3(C2)C[C@H](C(N)=O)N(C(=O)c2ccccc2)C3)c1 (some centres undefined)	-1	-6	-8	-14	-15	0.97	.	4	.
CCOC(=O)/C=C1\SCC(=O)N1CC(=O)NC(C)C	-6	-10	-4	-35	-9[20 µM]	-1.1	3.8	-21	0.0
CCCCNC(=O)C(c1ccc(-c2ccccc2)cc1)N(CCN1CCOCC1)C(=O)CCCCCN1C(=O)NC(c2ccc([N+](=O)[O-])cc2)C(C(=O)OCc2ccccc2)=C1C (centres undefined)	-3	-10	-1	-43	-6	0.048	1.2	9	0.3
COc1ccc(-c2nc3ccccn3c2C=O)cc1	16	-25	3	1	0	1.1	0.1	34	0.6
CCC1CCCCN1CCCNC(=O)c1cn(CC(C)C)c(=O)c2cc(OC)c(OC)cc12 (centres undefined)	-8	1	3	-18	-8[20 µM]	1.2	-0.1	29	0.9
Cn1c(=O)[nH]c(=O)c2c1nc(NCCCn1ccnc1)n2Cc1ccc(F)cc1	-1	-7	6	-24	-24	1.2	1.2	1	0.4
CCCNC(=O)c1ccccc1NC(=O)CSCc1ccc(OC)cc1	-2	-26	1	-9	-12[20 µM]	.	1.3	-8	0.3

Next results:
SMILES	TbHK1 inh	EBV gp42 block	thrombin 1536	m-calpain inh	Furin inh	Cl transport mod	TRPN1 ag	PPC-1+TRAIL kill	TRPML3 ag
O=C(Nc1cc2cccc([N+](=O)[O-])c2oc1=O)c1cccs1	-6	-7	-5	1	-26	0.11	1.1	13	-0.3
COc1ccc(NC(=O)/C(=C\c2ccncc2)NC(=O)c2ccccc2)cc1	-7	-5	4	-12	-15	0.29	-0.3	2	1.4
CC(OC(=O)c1cc(S(=O)(=O)Nc2ccc(F)cc2)ccc1Cl)C(=O)Nc1ccc2c(c1)OCCO2 (centres undefined)	5	0	-16	7	-18	0.39	-0.2	-10	-0.2
COc1cccc(Cn2nnc3c(=O)[nH]c(C4CCCN(C(=O)c5ccccc5Cl)C4)nc32)c1 (centres undefined)	5	-1	-5	-55	-15	.	-1.2	20	-1.0
CCCS(=O)(=O)N1CCN(CCCc2ccccc2)CC1	8	-14	-5	-12	-9	.	0.7	2	0.3
O=C(C1=C[C@H](c2ccccc2)C[C@H](OCc2ccc(CO)cc2)O1)N1CCCCCCC1	-8	-8	2	26	-2	-0.49	-3.1	-2	-1.5
O=c1c2ccccc2nc2n1CC/C2=C/N1CCN(c2cccc(C(F)(F)F)c2)CC1	-4	5	-3	-29	-24	0.29	1.5	-1	1.4
c1ccc(CCN(Cc2ccccc2)C2CCN(C3CCCC3)CC2)cc1	-2	-10	-4	-14	-30	-1.5	-0.5	14	0.9
CC(C)Cn1c2ccccc2c2cc(C(=O)O)ccc21	-8	-5	-3	-8	-16[20 µM]	.	-1.4	-17	0.9
CCC/C(=N/NC(=O)c1cccc(Cl)c1)c1ccccc1	35	-6	-3	5	-8	12*	1.5	37	0.4
COc1ccc(NC(=O)CNC(=O)c2cccs2)cc1Cl	-9	4	-10	-14	-19	0.38	-0.1	7	0.5
O=C1Cc2ccccc2Sc2ccc(Cl)cc21	8	-14	-1	-6	-7[20 µM]	0.59	-2.4	23	-0.2
Cc1nc2ccccc2c(=O)n1NC(=O)c1c(O)c2c(n(CC(C)C)c1=O)CCCC2	-7	-25	-6	-88	-18[20 µM]	.	-1.8	16	-0.7
O=C(Nc1nc2ccccc2s1)c1cc(-c2ccccc2)nn1-c1ccccc1	20	-16	-7	-12	-13	1.4	-0.8	29	1.0
CC1C/C(=C/c2ccccn2)C(=O)/C(=C/c2ccccn2)C1 (centres undefined)	-19	-16	13	-3	-7	0.24	0.6	23	0.7
COc1cc(CN2CCN(C(=O)CC(C)C)CC2)cc(OC)c1O	-1	1	1	-24	-4	-0.24	2.2	22	0.5
Cc1c(CCO)c(=O)oc2n[nH]c(-c3ccccc3)c12	-12	-7	0	26	-16	1.2	0.2	4	0.6
CCOC(=O)NCC(C#CCN(CC)CC)N(CC)CC (centres undefined)	-8	-15	3	-7	-24[20 µM]	.	-0.1	19	0.2
Cc1cc2nc(-c3ccccc3)cc(=O)n2[nH]1	-13	-9	-8	-225	-20	1	0.3	19	1.0
COc1ccc(NC(=O)N2CCN(c3cccc(C(F)(F)F)c3)CC2)cc1OC	6	-5	2	-32	-11[20 µM]	-2	2.2	2	1.3
C=CCN(c1ccc(Cl)cc1)S(=O)(=O)c1cccc(C(=O)OCC(=O)N(C)C)c1	-7	2	-3	-21	-2	-1.9	-0.9	15	0.7
O=C(CSc1nnc(CNc2ccc(F)cc2)n1CC1CCCO1)Nc1ccccc1 (centres undefined)	-2	-12	-2	-14	-7[20 µM]	-0.19	-0.6	20	1.2
Cc1cc2occ(CC(=O)O)c2cc1C	-2	-10	-3	-22	-14	-0.037	0.6	10	0.9
CC(=O)Nc1c(S(=O)(=O)c2ccccc2)c2nc3ccccc3nc2n1Cc1ccccc1	-2	2	-4	i	-21[20 µM]	1.5	0.7	4	-0.2
O=C(O)/C=C/c1cn(Cc2ccccc2)nc1-c1cccnc1	-1	-16	-5	-12	-20	-1.9	1.3	5	0.8

(list continues)
SMILES	TbHK1 inh	EBV gp42 block	thrombin 1536	m-calpain inh	Furin inh	Cl transport mod	TRPN1 ag	PPC-1+TRAIL kill	TRPML3 ag
Cc1cc(C)c(NC(=O)CSc2nc3ccc(NC(=O)CSc4nnnn4-c4ccccc4)cc3s2)c(C)c1	-3	-7	-1	-55	-10	0.89	1.0	10	1.2
Cn1c(=O)n(CC(=O)O)c(=O)c2c1nc1n2CCS1	2&-6	-1&3	-5&-1	-12&-19	-11&-18	0.055	0.6&3.7	21&2	0.8&0.4
COc1ccc(CC(NC(C)=O)C(=O)N2CCN(C(=O)Nc3cccc(F)c3)CC2)cc1OC (centres undefined)	-9	-9	-7	-22	-23	0.22	-0.5	36	0.9
COc1ccc(CCNC(=O)/C(C#N)=C2\N=C(NC(=O)c3ccco3)c3ccccc32)cc1	-51	-17	4	11	5	0.79	6.4	6	1.4
CSCCC(C(=O)N1C[C@]2(C)C[C@H]1CC(C)(C)C2)N1C(=O)c2ccccc2C1=O (some centres undefined)	1	-6	3	9	-13[20 µM]	0.16	-0.1	12	-0.5
COc1ccccc1Nc1cc(C(=O)NCCCN2CCOCC2)c2ccccc2n1	-13	-15	-7	-20	-7	-0.65	2.5	20	1.1
CCOC(=O)C(CCCCOc1ccc([N+](=O)[O-])cc1)C(=O)OCC	-8	6	-4	31	-13	-1.1	-0.5	1	-0.2
CC(C)(C)OC(=O)NCCCC(CCCNC(=O)OC(C)(C)C)C(=O)O	-1	-8	-1	18	-18	0.059	-0.9	28	0.7
CN(C)S(=O)(=O)c1cc(NC(=O)COC(=O)CCSc2ccc(Cl)cc2)ccc1Cl	1	-15	-7	7	-17	0.27	2.3	10	0.6
O=c1[nH]c(-c2ccc(F)cc2)nc2c1sc(=S)n2-c1ccccc1	-15	-11	10	11	-5	-0.77	-0.6	21	0.1
CCc1ccc(OCC(=O)N/N=C(\C)c2ccc(OC(F)F)cc2)cc1	37	-13	-4	10	-12	0.85	0.7	4	0.5
CCCCn1c(-c2ccc([N+](=O)[O-])cc2)n[nH]c1=S	-14	-13	-2	-1	-20	-0.004	-0.2	9	-0.2
O=C1CNC(=S)N1CCc1ccc(Cl)cc1	-7	-4	-4	-17	-24	-0.59	-0.3	10	0.5
CN(/N=C/c1cc([N+](=O)[O-])ccc1O)c1ccccc1	-22	-17	-3	3	-12	-1	0.9	11	0.7
CC(=O)c1ccc(N2CCN(c3ncc(C(F)(F)F)cc3Cl)CC2)cc1	-10	-8	-4	-6	-24[20 µM]	0.34	-0.2	-6	1.0

6 of these compounds, reformatted:
Second line of a record: TbHK1 inh	EBV gp42 block	thrombin 1536	m-calpain inh	Furin inh	Cl transport mod	TRPN1 ag	PPC-1+TRAIL kill	TRPML3 ag
CCCS(=O)(=O)N1CCN(CCCc2ccccc2)CC1
 : 8	-14	-5	-12	-9	.	0.7	2	0.3
O=C(C1=C[C@H](c2ccccc2)C[C@H](OCc2ccc(CO)cc2)O1)N1CCCCCCC1
 : -8	-8	2	26	-2	-0.49	-3.1	-2	-1.5
O=c1c2ccccc2nc2n1CC/C2=C/N1CCN(c2cccc(C(F)(F)F)c2)CC1
 : -4	5	-3	-29	-24	0.29	1.5	-1	1.4
c1ccc(CCN(Cc2ccccc2)C2CCN(C3CCCC3)CC2)cc1
 : -2	-10	-4	-14	-30	-1.5	-0.5	14	0.9
CC(C)Cn1c2ccccc2c2cc(C(=O)O)ccc21
 : -8	-5	-3	-8	-16[20 µM]	.	-1.4	-17	0.9
CCC/C(=N/NC(=O)c1cccc(Cl)c1)c1ccccc1
 : 35	-6	-3	5	-8	12*	1.5	37	0.4

From PubChem BioAssay
